# MEKK2wt PB1 HTS = modulators of MEK5 binding to wildtype MEKK2, primary screen, biochemical, multiplex bead flow cytometry, Alexa488-MEK5; Mitogen-activated protein kinase kinase kinase 2 (Homo sapiens), Q9Y2U5; Alexa488-MEK5 binding to MEKK2 WT; actives lie on both sides; binding response (% of control), % at 10 µM; 290,000 compounds, 1.1% hits; AID 1531, 2009; in the data active = binding response below about 67% or above about 130%
# OXTR ag = human OXTR agonists, primary screen, fluorescence, CHO-OTR cells, Fluo-8 calcium; Oxytocin receptor (Homo sapiens), P30559; Fluo-8 calcium fluorescence; normalized: DMSO 0%, oxytocin 100%; activation, % at 3 µM; 320,000 compounds, 0.32% hits; AID 2435, 2010;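 active = activation above the mean of all tested compounds plus 3 SD, cutoff set per screening run, cut at about 20% in these data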;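 also: peak over basal fluorescence ratio from a 100 s FLIPR kinetic read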
# Target sequence (P30559 whole entry, looked up): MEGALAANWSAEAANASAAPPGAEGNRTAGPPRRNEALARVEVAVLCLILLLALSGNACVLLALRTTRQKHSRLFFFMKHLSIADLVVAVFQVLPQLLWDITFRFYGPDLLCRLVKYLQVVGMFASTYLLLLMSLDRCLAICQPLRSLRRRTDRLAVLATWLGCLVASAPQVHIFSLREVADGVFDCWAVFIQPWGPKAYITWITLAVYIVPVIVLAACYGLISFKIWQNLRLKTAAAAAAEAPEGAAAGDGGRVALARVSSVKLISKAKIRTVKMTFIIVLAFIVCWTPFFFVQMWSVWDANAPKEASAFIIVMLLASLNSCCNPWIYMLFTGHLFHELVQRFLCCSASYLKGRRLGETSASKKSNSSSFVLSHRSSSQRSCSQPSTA
# V1aR counter = agonists of human V1a receptor, primary screen, counter-screen for OXTR agonist project, fluorescence, CHO-V1R cells; Vasopressin V1a receptor (Homo sapiens), P37288; activation, % at 3 µM; Fluo-8 calcium fluorescence, agonist mode; 0% DMSO, 100% 3 nM vasopressin; 320,000 compounds, 0.25% hits; AID 2797, 2010;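 active = activation above the mean activation of all tested compounds plus 3 SD, per screening run, cut at about 20% in these data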;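 also: signal is peak over basal fluorescence ratio across a 100 second FLIPR read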
# PHOSPHO1 block = PubChem AID 1565; recombinant PHOSPHO1, absorbance phosphatase assay; 290,000 compounds, 1.1% hits; inhibition, % at 13.3 µM; in the data active = inhibition above about 60%
# Target sequence (Q8TCT1 whole entry, looked up): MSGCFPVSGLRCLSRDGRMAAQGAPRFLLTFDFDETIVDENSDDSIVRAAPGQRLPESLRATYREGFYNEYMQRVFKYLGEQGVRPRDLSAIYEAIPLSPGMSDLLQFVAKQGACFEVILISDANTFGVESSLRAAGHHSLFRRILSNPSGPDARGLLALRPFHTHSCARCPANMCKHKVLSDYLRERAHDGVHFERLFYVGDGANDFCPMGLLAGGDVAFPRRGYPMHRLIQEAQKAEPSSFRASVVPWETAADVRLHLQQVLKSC
# NALP1 inh = NALP1 inflammasome inhibitors in reconstituted yeast, colorimetric, S. cerevisiae, triplicate retest; S. cerevisiae NALP1/ASC/caspase-1 growth, X-gal OD620, 72 h; 280,000 compounds, 0.61% hits; inhibition, % at 10 µM; in the data active = inhibition mostly above about 24%, no sharp cut-off; inactive = mostly below about 32%; also: some compounds called inactive have numbers as strong as hits
# GPR7 antagonist = GPR7 receptor antagonists, primary screen, cell-based, fluorescence, single concentration | inhibition, % at 4.4 µM | 290,000 compounds, 1.1% hits | Neuropeptides B/W receptor type 1 (Homo sapiens), P48145 | AID 1861, 2009 | GPR7-expressing cells, fluorescence antagonist assay; in the data active = inhibition above about 16%, passing the limit was not always enough;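 also: cells stimulated with the agonist NPW; 0% = agonist with vehicle and 100% = vehicle without agonist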
# MEKK2 mut-MEK5 = MEK5 binding signal on mutant MEKK2 PB1, primary screen, biochemical, multiplex bead flow cytometry, Alexa488-MEK5; Alexa488-MEK5 binding to MEKK2 mutant; percent response, % at 10 µM; 290,000 compounds, 0.35% hits; AID 1530, 2009; in the data active = percent response above about 24%, passing the limit was not always enough; also: inactives centre near 1; some results filed as inactive read as strong as hits; reference of the scale not given here
# MEKK3 PB1 HTS = modulators of MEKK3-MEK5 PB1 binding, primary screen, biochemical, wildtype MEKK3, multiplex bead flow cytometry, Alexa488-MEK5 | Mitogen-activated protein kinase kinase kinase 3 (Homo sapiens), Q99759 | 290,000 compounds, 1.4% hits | binding response (% of control), % at 10 µM | bead-based flow cytometry, Alexa488-MEK5 binding to MEKK3; actives lie on both sides; 0 = blocked by unlabeled MEK5, 100 = vehicle;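 active = binding response more than 3 SD above or below the average of its plate-row segment, actives on both sides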;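 also: Alexa488 bead fluorescence after subtracting the streptavidin-only scavenger bead signal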
# GalR3 antagonist = GalR3 antagonists in HEK293 cells, primary screen, cell-based, fluorescence readout; Galanin receptor type 3 (Homo sapiens), O60755; HEK293 GalR3-CNG cAMP membrane potential fluorescence; galR3 body fused to GalR1 C-terminus; inhibition, % at 3 µM; 360,000 compounds, 0.44% hits; AID 651719, 2012;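 active = inhibition above the screen-wide average plus 3 SD, cut at about 13% in these data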;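 also: forskolin and galanin both at EC90 stimulate the cells; cAMP rise reported by CNG channel membrane potential dye signal; 0% = forskolin plus galanin with DMSO and 100% = forskolin alone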
# Target sequence (O60755 1-299 limits assumed): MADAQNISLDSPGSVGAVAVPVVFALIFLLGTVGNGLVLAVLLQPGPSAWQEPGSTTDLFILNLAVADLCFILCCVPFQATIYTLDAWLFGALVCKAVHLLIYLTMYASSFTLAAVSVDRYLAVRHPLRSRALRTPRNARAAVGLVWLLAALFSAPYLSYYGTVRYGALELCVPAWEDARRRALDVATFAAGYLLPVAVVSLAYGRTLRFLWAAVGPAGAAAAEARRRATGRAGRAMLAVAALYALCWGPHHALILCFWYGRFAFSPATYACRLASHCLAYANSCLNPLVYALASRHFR
# An asterisk follows results filed as active; . = not tested or not shown.
SMILES,MEKK2wt PB1 HTS,OXTR ag,V1aR counter,PHOSPHO1 block,NALP1 inh,GPR7 antagonist,MEKK2 mut-MEK5,MEKK3 PB1 HTS,GalR3 antagonist
O=C(/C=C/c1cccc([N+](=O)[O-])c1)Nc1ccc(NC(=O)c2cccs2)cc1,91,-0.3,1.2,-11,17,-3,8,96,-5
CCc1ccc(N2CCN(C(=O)c3ccc(OC)c(OC)c3)CC2)cc1,101,11,8.9,10,15,3,1,100,0
Nn1c(SCC(=O)NC(=O)NCc2ccco2)nnc1-c1ccc(OC(F)F)cc1,.,-1.8,-1.5,93*,13,-15,.,.,4
Clc1ccc2nc(N3CCCCC3)[nH]c2c1,95,-0.4,-0.5,14,27,-7,-3,89,9
CCC(CC)C(=O)Nc1cccc(C(=O)NCc2ccco2)c1,84,-0.2,-0.3,11,-18,-22,-5,89,-6
COc1ccc(C(=O)CSc2nnc(CCc3ccccc3)n2-c2ccccc2)cc1,94,-0.5,0.7,79*,-11,1,3,96,0
c1ccc(C2[C@H]3CN(CC4CCCCC4)[C@H](c4ccccc4)C34CC2(c2ccccc2)C4)cc1 (some centres not stated),106,-0.9,-0.9,31,.,.,9,107,-3
CC(C)[C@H](N)c1nnc(SCC(=O)c2ccc(Cl)cc2)o1,107,-0.1,0.5,82*,2,3,6,108,-6
CN(c1ccc(C(=O)NC2CC3CCC2C3)cc1)S(C)(=O)=O (configuration not stated),97,1.1,0.6,-1,7,-13,-2,102,-3
COc1ccccc1NC(=O)CN(c1ccccc1F)S(C)(=O)=O,90,0.8,0.8,16,-1,-1,4,88,-3
COc1ccc(OC)c(-c2c[n+](=O)c3c(n2[O-])CCCC3)c1,102,-0.5,0.0,-26,9,-2,-2,101,-3
CC(CCC(=O)Nc1nncs1)C(=O)O (configuration not stated),109,-0.6,-0.6,6,32,6,7,106,.
C=CCNC(=S)NCC,105,0.7,1.3,29,17,-2,1,102,-10
CN(C)/C=C/C(=O)c1cccc(Oc2ncccn2)c1,92,0.3,-0.8,30,23,-4,-12,87,-8
NS(=O)(=O)c1ccc2c(c1)oc(=O)c1cc(S(N)(=O)=O)ccc12,99,0.1,0.5,36,17,-10,-3,109,-1

# The closing 2 records of the part before open the next one:
SMILES,MEKK2wt PB1 HTS,OXTR ag,V1aR counter,PHOSPHO1 block,NALP1 inh,GPR7 antagonist,MEKK2 mut-MEK5,MEKK3 PB1 HTS,GalR3 antagonist
CN(C)/C=C/C(=O)c1cccc(Oc2ncccn2)c1,92,0.3,-0.8,30,23,-4,-12,87,-8
NS(=O)(=O)c1ccc2c(c1)oc(=O)c1cc(S(N)(=O)=O)ccc12,99,0.1,0.5,36,17,-10,-3,109,-1
CCC(C)(C)NC(=O)CCn1c(-c2ccccc2)cc(C(C)=O)c1C,108,-1.5,-0.3,-8,11,-10,-1,106,-5
CCc1nnc(NC(=O)c2ccc(OCc3c(C)noc3C)c(OC)c2)s1,102,2.9,0.8,-13,18,-7,3,100,-6
O=C(NCc1ccncc1)NC12CC3CC(CC(C3)C1)C2,87,-0.2,-0.3,12,-1,-16,-8,86,-6
CN1CCN(S(=O)(=O)c2ccc(NC(=O)C(C)(C)C)cc2)CC1,99,1.2,-0.8,7,38,-4,1,104,-7
COc1ccc2c(CN3CCN(S(=O)(=O)c4cccs4)CC3)cc(=O)oc2c1,94,0.5,1.4,-1,.,-2,2,103,-7
O=C1c2ccccc2C(=O)N1CCCn1ccnc1,104,2.4,1.9,24,4,-9,3,100,-8
COc1cc(/C=C(\NC(=O)c2ccccc2)C(=O)NCCO)c([N+](=O)[O-])cc1OC,99,0.3,0.0,6,20,-3,0,100,7
CCOC(=O)N1CCN(C(=O)/C(=C/c2cccc3ccccc23)NC(=O)c2ccc(OC)c(OC)c2)CC1,98,1.7,2.7,-14,33,-15,-1,99,-3
COc1ccc2nc3cccc(OC)c3nc2c1,70,-1.2,-1.2,34,16,-4,-13,57,-2
CCOc1cc(/C=N/Nc2cccc(C(=O)O)c2)ccc1OCC(=O)N1CCCCC1,105,.,.,20,12,-10,4,102,-5
Cc1ccc(-c2noc(CNC(=O)COc3ccccc3C)n2)cc1,94,0.0,-0.4,.,13,-2,-4,97,0
CN1CCN(C(=O)CN(c2cc(C(F)(F)F)ccc2Cl)S(C)(=O)=O)CC1,101,-1.0,0.7,-1,-24,-13,3,100,-3
COC(=O)C1CCCCN1C(=O)c1cc(COc2cccc3cnccc23)on1 (configuration not stated),93,10,14,46,19,35*,1,92,106*
CCC/C(O)=C1\C(=O)CCCC1=NCCc1c(C)[nH]c2ccccc12,91,-0.2,-0.4,37,.,-19,-2,97,-4
O=C1CNc2ccc(C(=O)N3CCN(c4ccccn4)CC3)cc2N1,100,0.1,0.3,41,15,-6,-6,96,-7
COC(=O)COc1cccc(NC(=O)c2ccc(C)cc2)c1,101,-2.4,-0.3,31,5,0,1,103,-5
O=C(Nc1c(-c2ccc(F)cc2)nc2ccccn12)c1ccc(F)cc1,104,-1.6,0.6,38,8,-5,10,107,-9
CCOC(=O)NCc1ccccc1,97,0.3,0.7,25,24,-7,-6,103,.
O=C(O)c1ccc(-c2nc(-c3ccccc3)c(-c3cccs3)[nH]2)cc1,99,-0.2,0.2,24,.,-13,7,109,-4
CC(=O)c1cccc(NC(=S)NCCc2ccc(Cl)cc2)c1,102,4.7,6.0,-16,-2,-2,-5,100,-7
O=C1CN(C(=O)N[C@@H](Cc2ccccc2)C(=O)N[C@H](Cc2ccccc2)C(=O)O)c2ccccc2N1,104,1.6,0.2,18,16,-5,2,102,-8
COc1cc(NS(=O)(=O)c2cn(C)cn2)cc(OC)c1,106,0.2,1.3,17,26,-5,1,100,1
COc1cc(C(=O)N2C[C@H]3CC[C@H]2C3)ccc1OC1CCN(C(C)=O)CC1,102,-0.3,0.4,26,6,-8,1,98,-2
COc1ccc(CCN=C(N)NS(=O)(=O)c2ccc(C)cc2)cc1,93,-1.2,0.3,-2,13,26,-4,100,-3
Cc1sc(NC(=O)CN2CCN(c3ccccn3)CC2)c(C#N)c1C,94,1.5,1.6,-3,9,-11,-4,96,2
COc1ccc(OCC(=O)N2CCc3c([nH]c4ccccc34)C2c2ccccn2)cc1 (configuration not stated),100,-0.9,-0.5,-6,-12,1,-3,98,-7
CC(CN1CCCCC1)OC(=O)CCc1ccccc1 (configuration not stated),97,-0.6,1.5,41,-8,-10,0,101,-6
Cc1ccn2cc(-c3cnoc3C)nc2c1,112,0.3,-0.4,3,-18,-5,5,108,-7
COc1ccc(-c2oc3c4c(cc(OC)c3c(=O)c2CC=C(C)C)OC(C)(C)C=C4)c(OC)c1,82,-1.5,-0.2,.,.,.,-2,98,.
Cc1c(C(=O)NCc2cccnc2)oc2ccc(S(=O)(=O)N3CCCC(C)C3)cc12 (configuration not stated),119,4.6,4.6,-41,.,-5,5,116,-3
Cc1cc(=O)oc(C)c1C(=O)Nc1cccnc1Cl,91,0.4,0.8,26,-5,-3,-17,87,-6
COc1ccc(/C=C2/SC(=O)N(CC(=O)Nc3cc(C)on3)C2=O)cc1OC,100,-1.4,0.1,-6,24,-7,-1,108,1
Cc1ccc(N(CCCCN2C(=O)c3ccccc3C2=O)C(=O)c2cccs2)cc1,109,-1.1,-0.3,2,16,-10,7,108,-8
N#Cc1cccc(CSc2ncnc(N)n2)c1,104,0.6,0.4,29,12,16,-3,103,-6
CCC(=O)N(CCC1(C(C)C)CCOC(C)(C)C1)C(C)c1cccs1 (configuration not stated),101,-2.7,-0.6,28,18,25*,0,101,-2
COc1ccc(-c2nc(SCC(=O)NCc3ccco3)c(-c3ccccc3)[nH]2)cc1OC,112,-2.2,-1.0,63*,-16,17,2,107,-3
Cc1ccc(NC(=O)CN(C)C(=O)CSc2nnc(C(F)(F)F)n2C)cc1,101,-0.4,0.0,2,18,-15,4,103,-1
Cc1nn(-c2nnc(C)c(=O)[nH]2)c(C)c1SCC(=O)Nc1ccc(C(C)C)cc1,105,1.4,0.5,62*,8,-11,1,99,-4
CCS(=O)(=O)NCCc1csc(-c2cccnc2)n1,94,0.4,1.3,2,16,-11,0,94,.
COc1ccc(CCNC(=O)CS(=O)Cc2nc(-c3ccccc3F)oc2C)cc1OC (configuration not stated),102,-0.9,0.1,44,8,-8,2,101,-7
Cc1cc(C(=O)CSc2nnc(Nc3ccccc3)s2)c(C)n1CC1CCCO1 (configuration not stated),105,3.5,4.2,90*,2,-10,1,106,-2
Cc1cc(C)cc(SCc2noc(C(=O)NCCN(C)C)c2C(=O)NCCN(C)C)c1,123,0.3,0.6,.,.,.,7,100,-8
CCOC(=O)C1C(C(=O)OCC)C1(c1ccccc1)c1ccccc1 (configuration not stated),110,-3.3,10,-9,17,-18,3,108,-7
CC(=O)NC(CC(C)C)C(=O)NC(Cc1ccccc1)C(N)=O (configuration not stated),94,.,.,-4,3,-3,-2,92,.
O=C(c1ccccc1/S(=N/S(=O)(=O)c1ccccc1)N1CCOCC1)N1CCOCC1 (configuration not stated),106,-0.8,0.0,-4,5,-8,5,113,-5
O=C(O)CC(Sc1n[nH]c(=S)s1)C(=O)O (configuration not stated),101,0.3,-0.4,51,11,1,-6,98,1
COC(=O)CCCC1=CC2=CC(=O)C(C)(OC(=O)c3cccs3)C(=O)C2=CN1CCc1c[nH]c2ccccc12 (configuration not stated),66,-0.5,0.2,18,6,.,-22,59,-3
O=C(CCCn1c(=O)[nH]c2cc(Cl)ccc2c1=O)NCCCN1CCCC1=O,101,-0.1,0.4,18,23,-10,3,103,-2
COc1cccc(CN(C)C(=O)c2cc(-c3cccs3)nc3ccccc23)c1,109,1.8,2.9,34,10,-5,8,105,0
O=C(CSc1nc(-c2ccccc2)c(-c2ccccc2)o1)NCCCO,100,0.6,1.5,13,7,11,-6,103,2
CC(C)(C)c1ccc(C(=O)Nc2ccc(S(=O)(=O)Nc3cnc4ccccc4n3)cc2)cc1,101,-1.9,0.4,24,15,-13,3,101,-9
COCCN(C(=O)CNC(=O)c1ccco1)C(C(=O)NC1CCCC1)c1ccc(OC)cc1 (configuration not stated),101,-0.2,0.1,23,-6,-7,5,99,0
O=C(O)c1ccc2noc(-c3ccccc3)c2c1,96,0.5,1.9,-10,-2,1,2,97,0
C/C(=N\NC(=O)CNc1cccc(Cl)c1C)c1cccs1,96,0.2,1.6,4,-1,-7,-5,102,1

# Taken from above.
# O=C(O)CC(Sc1n[nH]c(=S)s1)C(=O)O (configuration not stated) in PHOSPHO1 block is entered as 51
# COCCN(C(=O)CNC(=O)c1ccco1)C(C(=O)NC1CCCC1)c1ccc(OC)cc1 (configuration not stated) in MEKK3 PB1 HTS is entered as 99
# COc1cccc(CN(C)C(=O)c2cc(-c3cccs3)nc3ccccc23)c1 in NALP1 inh is entered as 10
# CC(C)(C)c1ccc(C(=O)Nc2ccc(S(=O)(=O)Nc3cnc4ccccc4n3)cc2)cc1 in OXTR ag is entered as -1.9

# Assay outcomes from PubChem BioAssay.
